# From PubChem
# TDP1 block: blocks human tyrosyl-DNA phosphodiesterase 1 | Potency, µM (titrated, usually from 130 µM), for the others: top-dose activity change, negative = inhibition, actives largely listed as inhibitors | recombinant TDP1, AlphaScreen DNA substrate cleavage | 0.28% of 350,000 active | Q9NUW8; note: nearly all actives have a fitted effect of over 40% in size
# Target sequence (Q9NUW8 whole entry, looked up): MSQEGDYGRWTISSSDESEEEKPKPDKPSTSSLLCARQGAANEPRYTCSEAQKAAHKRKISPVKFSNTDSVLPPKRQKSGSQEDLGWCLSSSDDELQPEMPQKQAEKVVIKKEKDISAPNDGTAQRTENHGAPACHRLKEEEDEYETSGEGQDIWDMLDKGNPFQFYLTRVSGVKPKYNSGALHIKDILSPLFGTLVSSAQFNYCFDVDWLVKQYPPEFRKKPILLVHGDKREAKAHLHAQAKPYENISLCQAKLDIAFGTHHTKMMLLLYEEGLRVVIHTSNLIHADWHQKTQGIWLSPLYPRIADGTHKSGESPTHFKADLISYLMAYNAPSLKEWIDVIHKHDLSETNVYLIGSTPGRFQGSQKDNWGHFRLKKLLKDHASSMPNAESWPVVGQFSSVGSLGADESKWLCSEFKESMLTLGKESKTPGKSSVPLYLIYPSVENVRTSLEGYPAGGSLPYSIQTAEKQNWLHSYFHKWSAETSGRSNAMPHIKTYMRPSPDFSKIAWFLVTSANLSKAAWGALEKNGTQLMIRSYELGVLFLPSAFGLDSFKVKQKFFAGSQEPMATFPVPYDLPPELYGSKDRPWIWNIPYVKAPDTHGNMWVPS
#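 Steps: enzyme plus compound, 15 min RT; add biotin/phosphotyrosine-FITC oligonucleotide (15 nM final), react 5 min; add donor/acceptor beads (10 ug/ml final), 10 min; read AlphaScreen. Tdp1 at 1 nM final.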
# TDP1 cell noCPT: qHTS for Inhibitors of human tyrosyl-DNA phosphodiesterase 1 (TDP1): qHTS in cells in absence of CPT. DT40 Tdp1-/- hTDP1 cells, no CPT, ATP luminescence, 48 h. Potency, µM (top dose mostly 46.2 µM), for inactives: at the top dose activity change, negative = growth inhibition, actives largely listed as inhibitors. 15% of 420,000 active. AID 686978, 2013; note: nearly all actives have a fitted effect of over 55% in size
#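 A cellular qHTS used chicken DT40 cells lacking endogenous Tdp1 but carrying stably transfected human TDP1. Compounds were applied without camptothecin, and cell growth kinetics were judged by ATP-dependent luminescence after ≥48 hr.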
# DT40 TDP1 CPT: DT40-hTDP1 cell growth loss with CPT | chicken DT40 Tdp1-/-;hTDP1 cells + 20 nM CPT, ATP luminescence, 48 h | Potency, µM (series often up to 46.2 µM), for the others: top-dose activity change, negative = growth inhibition, hits mostly inhibitors | 12% of 420,000 active; note: nearly all actives have a fitted effect of over 55% in size
#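 Chicken DT40 Tdp1-/- cells stably complemented with human TDP1 were seeded at 400 cells/well in medium containing 20 nM camptothecin, exposed to pin-transferred compounds, and grown at 37 °C for at least 48 hr. Viability was read as ATP luminescence.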
# The depositor's hits bear a star; ? = inconclusive; nt = no result given; & = joins results of further samples; [ ] = remark or other dose. Calls come from the whole dose curve; as a rule, active = well fitted curve in the direction sought with a large enough effect; inconclusive = small, poorly fitted or top-dose-only effect, or another doubt; inactive = no such curve, though single readings can be large; an effect the other way counts as inactive or inconclusive. % is set by controls: 0 for no effect and ±100 for the full control effect; potency is the fitted concentration of half-maximal effect.
SMILES,TDP1 block,TDP1 cell noCPT,DT40 TDP1 CPT
COc1ccccc1-n1nnnc1SCC(=O)NCC1CCCO1 (configuration not stated),-1%,1%,-8%
CC(CCc1ccccc1)NC(=O)COC(=O)c1ccc([N+](=O)[O-])cc1 (configuration not stated),nt,10%,9%
CCCc1cc(=O)oc2c(C)c(OC3CCCCC3=O)ccc12 (configuration not stated),nt,-11%,?
COc1cc(-c2noc(C3CCCN(C(=O)c4c(F)cccc4F)C3)n2)cc(OC)c1OC (configuration not stated),nt,21µM*,?
CC1CCc2nn(CC(=O)NCCCN3CCCC3=O)cc2C1 (configuration not stated),0%,-2%,10%
Cc1csc(NC(=O)CSc2nnc(Cc3cccn3C)n2CCc2ccccc2)n1,11%,?,?
O=c1cnn(Cc2ccc(Cl)c(Cl)c2)c2ccccc12,0%,15µM*,21µM*
O=C(Nc1cc(S(=O)(=O)N2CCCCC2)ccc1O)c1ccccc1NS(=O)(=O)c1ccc(F)cc1,4%,-26%&-51%,-20%&-14%
Cc1ncc(CO)c2c1Oc1nc(-c3ccc(F)cc3)nc(SCc3ccc(F)cc3Cl)c1C2,-10%,-8%,17%
O=C(CCN1C(=O)c2cccc3cccc(c23)C1=O)NC1CCS(=O)(=O)C1 (configuration not stated),nt,-14%,-2%
CCS(=O)(=O)Nc1cccc(C2=NN(S(=O)(=O)CC)C(c3cccs3)C2)c1 (configuration not stated),3%,-15%,-10%
COc1ccc(-c2cnn(-c3ccccc3)c2N)cc1OC,-2%,3%,2%
O=[N+]([O-])c1ccc(C2Nc3cccc4cccc(c34)N2)cc1,3%,-23%,-16%
Cc1cc(C)c(C(=O)N2CCCC(N3CCN(c4ccc(F)cc4)CC3)C2)o1 (configuration not stated),11%,16µM*,?
Cc1ccccc1OCC(=O)OCC(=O)Nc1ccc(S(N)(=O)=O)cc1,-5%,-4%,-21%
CN(CCOC(=O)/C=C/c1ccccc1)C(C)(C)C,2%,2%,3%
Cc1ccc(C(=O)Nc2ccc(S(=O)(=O)N3CCOCC3)cc2)cc1,3%,-38%,-5%
Cc1ccc2c(c1)/C(=N/OS(=O)(=O)c1ccccc1)CCS2,nt,-21%,?
COCCN1Cc2cccc(C(=O)Nc3ccc(Cl)cc3Cl)c2C1=O,-5%,?,-26%
Cc1cccc(N/N=C2/COC(C)(C)CC2=O)c1,1%,-19%,-4%
Cc1ccc(OCC(=O)Nc2cccc3ccccc23)c([N+](=O)[O-])n1,3%,?,?
CCN(C(=O)CSc1nnc2c3ccccc3n(CC)c2n1)C1CCS(=O)(=O)C1 (configuration not stated),-1%,?,-29%
COc1ccc(NC2=C(c3ccc(OC)cc3)C(=O)c3ccccc32)cc1,4%,?,3.7µM*
COc1ccc(Nc2oc(COc3cccc(C)c3)nc2C#N)cc1,9%,-27%,-26%
COc1ccc(OC)c(N/C(C)=C/C(=O)c2ccc(Br)cc2)c1,5%,-28%,-19%
COC(=O)c1c(NC(=O)c2c(-c3ccccc3Cl)noc2C)sc2c1CCC2,4%,18µM*,18µM*
CN(C)C(=O)CN1CCN(Cc2nc(CC3CC3)no2)CC1,nt,4%,5%
CN(Cc1ccccc1)C(=O)c1ccc2c(c1)S(=O)(=O)N=C1CCCCCN12,1%,0%,2%
CCCc1cc(C(=O)NC2CCCC2)no1,3%,?,?
CC(=O)Oc1ccc(/C=N/NC(=O)CCSc2ccccc2)cc1,2%,18µM*,?
O=C(CSc1nnc(CNC(=O)c2ccco2)o1)c1ccccc1,1%,-18%,11%
N#Cc1c(NC(=O)c2ccc(Cn3cc(Br)cn3)o2)sc2c1CCCCCC2,0%,-12%,-4%
CCNC(=O)CSc1nnc(-c2ccccc2Br)n1-c1cccc(C(F)(F)F)c1,-2%,?,?
CC(C)(C)Cc1nnc(NC(=O)Cc2cccs2)s1,3%,?,6%
COc1c(S(=O)(=O)N2CCN(c3ccc(F)cc3)CC2)ccc(Cl)c1Cl,4%,?,?
Cc1cc(NC(=O)COC(=O)CCNS(=O)(=O)c2cccc(C(F)(F)F)c2)no1,4%,-4%,8%
Clc1ccsc1-c1ccnc(-n2cccc2)n1,-11%,-23%,-4%
COc1ccc(CNC(=O)C(CCSC)NS(=O)(=O)c2ccc3c(c2)oc(=O)n3C)cc1 (configuration not stated),1%,-12%,-16%
O=P(c1ccccc1)(c1ccccc1)c1ccccc1C(Br)Br,nt,?,-42%
CCOCCOC(NC(=O)c1ccccc1)(C(F)(F)F)C(F)(F)F,0%,-4%,10%
O=C(Cc1n[nH]c(=O)c2ccccc12)OCC(=O)c1ccc(F)c(F)c1,0%,?,-2%
COc1ccc(NS(=O)(=O)c2ccc(N3CCCC3)c(NC(=S)Nc3ccc(SC(F)F)cc3)c2)cc1,11%,18µM*,18µM*
Cc1cnc(-n2ncc(C(=O)NCCc3cccnc3)c2C)nc1-c1cccs1,nt,21µM*,-5%[9.04 µM]
Cn1cc(-c2nc3cnc(N4CCNCC4)nc3n(-c3ccccc3)c2=O)c2ccccc21,nt,5%,1%
C=CCn1c(SCC(=O)Nc2nc(C)cs2)nnc1C(NC(=O)c1ccccc1)C(C)C (configuration not stated),1%,-9%,?
CC(C)C[C@H](NC(=O)[C@H](Cc1ccccc1)n1c(=O)[nH]c2ccccc2c1=O)C(=O)N1CCC(C(=O)O)CC1,nt,4%,11%
COc1ccc(NC(=O)c2ccc(C#CC(C)(C)O)cc2)cc1,1%,?,-14%
Cn1cc(-c2nnnn2-c2ccc(Cl)cc2)c(C(F)(F)F)n1,2%,?,?
CN(CC(=O)Nc1ccc(Cl)c(C(F)(F)F)c1)C(=O)C1CC(=O)N(Cc2ccco2)C1 (configuration not stated),nt,23µM*,13µM*
O=C(COc1cc(Cl)ccc1Cl)Nc1nnc(C2CC2)s1,1%,11%,14%

# Some values from the list:
# Reading for O=C(Cc1n[nH]c(=O)c2ccccc12)OCC(=O)c1ccc(F)c(F)c1 in DT40 TDP1 CPT: -2%
# Reading for COc1ccc(NS(=O)(=O)c2ccc(N3CCCC3)c(NC(=S)Nc3ccc(SC(F)F)cc3)c2)cc1 in TDP1 block: 11%
# Reading for Cc1cnc(-n2ncc(C(=O)NCCc3cccnc3)c2C)nc1-c1cccs1 in TDP1 cell noCPT: 21µM*
# Reading for C=CCn1c(SCC(=O)Nc2nc(C)cs2)nnc1C(NC(=O)c1ccccc1)C(C)C (configuration not stated) in TDP1 block: 1%
# Reading for COc1ccc(NC(=O)c2ccc(C#CC(C)(C)O)cc2)cc1 in DT40 TDP1 CPT: -14%
# Reading for O=C(COc1cc(Cl)ccc1Cl)Nc1nnc(C2CC2)s1 in DT40 TDP1 CPT: 14%
# Reading for CN(CC(=O)Nc1ccc(Cl)c(C(F)(F)F)c1)C(=O)C1CC(=O)N(Cc2ccco2)C1 (configuration not stated) in TDP1 cell noCPT: 23µM*

# Grouped by structure: the compounds so far with a furan ring, fused or not (4)
SMILES,TDP1 block,TDP1 cell noCPT,DT40 TDP1 CPT
Cc1cc(C)c(C(=O)N2CCCC(N3CCN(c4ccc(F)cc4)CC3)C2)o1 (configuration not stated),11%,16µM*,?
O=C(CSc1nnc(CNC(=O)c2ccco2)o1)c1ccccc1,1%,-18%,11%
N#Cc1c(NC(=O)c2ccc(Cn3cc(Br)cn3)o2)sc2c1CCCCCC2,0%,-12%,-4%
CN(CC(=O)Nc1ccc(Cl)c(C(F)(F)F)c1)C(=O)C1CC(=O)N(Cc2ccco2)C1 (configuration not stated),nt,23µM*,13µM*

# (continued)
SMILES,TDP1 block,TDP1 cell noCPT,DT40 TDP1 CPT
COC(=O)c1ccc(Sc2ccccc2NS(=O)(=O)c2ccc(OC)cc2)nc1,0%,-28%,-9%
Cc1cc(OCC(=O)N(Cc2ccc(N(C)C)cc2)C2CCS(=O)(=O)C2)cc(C)c1Cl (configuration not stated),8%,18µM*,?
CCCCNC(=O)Cn1cnc2sc(C)c(S(=O)(=O)N3CCN(c4ncccn4)CC3)c2c1=O,5%,-2%,12%
CC1=C(C(=O)N2CCCCCC2)CC(CC(=O)NCC2CCCCC2)C(=O)N1Cc1ccc(F)cc1 (configuration not stated),nt,?,23µM*
COc1ccc(CCNC(=O)CCCn2c(=O)c3ccccc3n(Cc3ccccc3C#N)c2=O)cc1OC,7%,-18%,2%
Cc1cc(C)cc(NS(=O)(=O)c2ccc(NC(=S)Nc3ccccc3)cc2)c1,-3%,-19%,-16%
Cc1ccc(S(=O)(=O)N2[C@@H](c3ccc(C#N)cc3)C(C(=O)O)=C[C@H]2CC2CCCC2)cc1,4%,?,?
O=C(CSc1ccccc1)Nc1ccc(C(=O)Nc2ccc(O)cc2)cc1,5%,-6%,2%
O=[N+]([O-])c1ccc(S(=O)(=O)N2CCN=C2SCc2ccc(F)cc2)cc1,2%,10%,1%
Cc1ccc(C(=O)N2CCN(S(=O)(=O)c3ccc(C(C)C)cc3)CC2)s1,-8%,?,?
Cc1cc(NCc2ccccc2)nc(N2CCOCC2)n1,3%,-9%,-12%
CC1CC(C)(C)NC(=S)O1 (configuration not stated),-1%&-6%,7%&0%,17%&-12%
O=c1[nH]cc(S(=O)(=O)N2CCN(c3ccccc3F)CC2)c(=O)[nH]1,nt,-23%,1%
COc1ccc(C(=O)NNC(=O)CSc2ccccc2)cc1,3%,10%,6%
COc1ccc(CCNC(=O)COC(=O)c2cc(S(=O)(=O)NCc3ccccc3)ccc2O)cc1OC,1%,-7%,-11%
Cc1ccc(S(=O)(=O)N=Nc2c(O)[nH]c3ccccc23)cc1,-7%,-1%,-26%
c1ccc(CN2CCOCCOCCOCCOCC2)cc1,5%,-3%,16%
CCc1nnc(NC(=O)CSc2ncc(-c3ccccc3)n2C)s1,0%,-13%,-25%
CC(C)C(=O)N=C1SC2CS(=O)(=O)CC2N1Cc1ccc(Cl)cc1 (configuration not stated),-2%,-17%,22%
O=C(Cn1c(=O)n(CCCS(=O)(=O)C2CCCCC2)c(=O)c2ccccc21)Nc1ccccc1F,-2%,-9%,-30%
CC(=O)Nc1ccc(NCN2C(=O)[C@@H]3[C@H]4CC[C@H](C4)[C@@H]3C2=O)cc1,3%,-20%,-29%
CC1CCN(c2nnc(-n3cccc3CNc3cccc(F)c3)s2)CC1,0%,?,?
CC1CCN(c2ccc(NC(=O)C3CCCN3S(=O)(=O)c3ccc(F)cc3)cc2)CC1 (configuration not stated),9%,4.1µM*,18µM*
CCOC(=O)c1ccc(NC(=S)NNC(=O)COC)cc1,8%,1%,-14%
COc1cc(C(=O)N/N=C2\CCS(=O)(=O)c3ccc(F)cc32)cc(OC)c1OC,2%,?,-14%
CC(=O)/C(=N\Nc1ccc(Cl)cc1Cl)Sc1cccc2cccnc12,9%,4.1µM*,?
CCOc1ccc(CCN2C(=S)N([C@@H](CC(C)C)CN3CCCC3CN3C(=S)NC[C@@H]3Cc3ccc(O)cc3)C[C@@H]2Cc2ccc(O)cc2)cc1 (some centres not stated),nt,6.5µM*,6.5µM*
COc1ccc(NC(=O)Cn2c(=O)n(CCC(=O)NCC3CCCO3)c(=O)c3cc(OC)c(OC)cc32)cc1 (configuration not stated),10%[0.0935 µM],-24%&3%,0%&1%
COCCN(C(=O)C1CCC1)c1c(N)n(CC(C)C)c(=O)[nH]c1=O,0%,23%,4%
COc1ccc2[nH]c(C(=O)N/N=C/c3cc(OC)c(OC)c(OC)c3)cc2c1,nt,?,-44%
CCOC(=O)[C@@H]1[C@H]2COc3ccccc3[C@@H]2N2C(=O)N(c3ccc(Cl)cc3)C(=O)[C@]12C,nt,-27%,?
O=C(CN1C(=O)COc2ccc(Cl)cc21)Nc1ccc2c(c1)OCCO2,5%,-27%,-5%
CO[C@@H]1CN(C)C(=O)c2cc(NC(=O)NC3CCCCC3)ccc2OC[C@@H](C)N(CC2CCOCC2)C[C@@H]1C,nt,?,?
Cc1nc([N+](=O)[O-])cn1CC(=O)c1ccc(F)cc1,nt,-20%,-4%
COc1ccc(-c2cc3nc(C)cc(NCCO)n3n2)cc1,1%,-5%,-34%
CN(C)CCCNc1nc2cc(-c3cccc(C(F)(F)F)c3)sc2c(=O)n1C,nt,?,18µM*
